# Polio RdRp inh = poliovirus RdRp elongation inhibitors, primary screen, biochemical, fluorescence polarization, total intensity | Genome polyprotein (Poliovirus type 1 (strain Mahoney)), P03300 | poliovirus polymerase elongation; stronger effect = lower value | % elongation, % (compound at 16.7 µg/mL) | 150,000 compounds, 0.66% hits; in the data active = % elongation below about 90%; note: some results filed as inactive read as strong as hits
# Target sequence (P03300 1749-2209 limits assumed): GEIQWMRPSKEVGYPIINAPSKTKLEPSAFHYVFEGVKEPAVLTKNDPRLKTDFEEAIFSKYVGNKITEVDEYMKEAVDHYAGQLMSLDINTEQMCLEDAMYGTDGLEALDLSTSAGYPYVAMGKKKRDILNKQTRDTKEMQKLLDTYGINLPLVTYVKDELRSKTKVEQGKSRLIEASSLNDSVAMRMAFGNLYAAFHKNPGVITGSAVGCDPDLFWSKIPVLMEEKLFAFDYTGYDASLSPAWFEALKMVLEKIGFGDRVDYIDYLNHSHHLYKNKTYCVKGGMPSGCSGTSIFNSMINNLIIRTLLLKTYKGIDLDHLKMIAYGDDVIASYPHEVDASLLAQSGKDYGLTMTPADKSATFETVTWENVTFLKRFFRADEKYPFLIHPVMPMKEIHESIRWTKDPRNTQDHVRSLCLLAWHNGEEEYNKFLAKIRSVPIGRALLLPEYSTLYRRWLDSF
# Polio RdRp inh FP z-score = further read-out of Polio RdRp inh, marked with its call; z-score; measured here: FP z-score; hits read low
# Active calls of the source: *; & = joins results of further samples.
SMILES,Polio RdRp inh,Polio RdRp inh FP z-score
CCOC(=O)c1sc(NC(=O)C2c3ccccc3Oc3ccccc32)c(C#N)c1C,76*,-7.4*
CCOC(=O)c1ccc2nc(C)cc(Nc3ccc(OC(C)C)cc3)c2c1,102,-0.9
O=C(NCc1ccc(Cl)cc1Cl)c1cccc(N2CCCS2(=O)=O)c1,105,-0.1
CN(Cc1cccs1)S(=O)(=O)c1ccc(Cl)nc1,102,0.4
CCOC(=O)c1sc(N)c(C(=O)OCC)c1C,79*,-3*
CCC(=O)Nc1ccc(C(=O)n2nnc3ccccc32)cc1,104,1
CS(=O)(=O)c1ncc(Cl)c(C(=O)N2CCN(C(c3ccccc3)c3ccccc3)CC2)n1,103,0.3
CCOC(=O)N1CCC(NC(=O)c2ccc3c(c2)N(Cc2ccccc2C)C(=O)c2ccccc2S3=O)CC1 (configuration not stated),105,-0.1
O=C1/C(=C/c2ccncc2)COc2ccccc21,100,-0.1
Cc1ccc(S(=O)(=O)N2CCCC2C(=O)Nn2cnnc2)cc1 (configuration not stated),104,0.8
COc1cc2c(cc1OC)CN(C(=O)c1ccc3c(c1)CCC3)CC2,106,0.5
Cn1ccnc1SCC(=O)NC1CCCCC1,101,-0.4
O=C(Nc1cc(-c2cccc(F)c2)no1)c1ccc2c(Cl)c3c(nc2c1)CCCC3,100,0
COC(=O)N1CCN(c2ccc(C)cc2)C(C)C1 (configuration not stated),100,0
O=C(Nc1cccc(Cl)c1)C(Cc1ccccc1)n1cccc1 (configuration not stated),102,-0.7
Cc1[nH]c2ccccc2c1Cc1nnc(SCc2ccccc2)o1,99,-0.5
C=C(C)C(=O)Oc1cccc(N2C(=O)CCC2=O)c1,103,0.2
CCCCNC(=O)c1ccc2c(c1)ncn2C1CCCC1,102,0.6
N#CCCn1cc(C(=O)Nc2ccc(C(=O)O)cc2)c(-c2cccc(Br)c2)n1,103,1.2
O=C(CSc1nc2c(c(=O)[nH]1)CN(Cc1ccc3c(c1)OCO3)CC2)Nc1ccc(F)cc1,113,0.3
CCOC(=O)c1c(C)[nH]c(C)c1C(=O)COC(=O)CSc1nc2ccccc2o1,108,0.7
COCCNC(=O)c1ccccc1NS(=O)(=O)c1ccc(NC(C)=O)cc1,102,0.6
CCCN1CCN(C(=O)CC(=O)Nc2ccc3nc4n(c(=O)c3c2)CCCCC4)CC1,100,-0.6
CCn1c(Cc2ccccc2)nnc1SCc1ccc(C#N)cc1,102,0.3
O=C(CCCn1c2ccccc2c2cn[nH]c(=O)c21)NCC1CCCO1 (configuration not stated),99,-1.1
O=C(Oc1ccccc1-c1nnco1)c1ccc(Cl)cc1,104,0.7
CC(C)(C)n1cnc2cc(NCc3cccs3)ccc21,102,0.1
O=C1CCCN1c1ccc(S(=O)(=O)NC2CC2)c(Cl)c1,102,0
N#Cc1cccc(NC(=S)Nc2ccccc2)c1,103,0
COc1cccc(CNC(=O)c2cnc(N3CCCC3)nc2C)c1,102,-0.5
Cc1ccc2c(c1)c1c(c(=O)n(-c3cccc(Cl)c3)c(=O)n1CC(=O)c1ccc(Cl)cc1)n2C,107,0.5
Cc1cc(C)nc(SCC(=O)OCc2cc(=O)n3cc(Br)ccc3n2)n1,103,-0.1
Cc1nnc(-c2cccc(S(=O)(=O)N3CCN(C(c4ccccc4)c4ccccc4)CC3)c2)o1,101,0.3
CC(C)N(Cc1ccccc1)C(=O)[C@H]1[C@@H]2C[C@@H]3[C@H]1C(=O)O[C@@H]3C2,98,-0.4
O=C(Nc1nc2n(n1)C(c1ccc(F)cc1)C=C(c1ccccc1)N2)c1ccco1 (configuration not stated),112,1
COc1cccc(NC(=O)NCc2noc3ccccc23)c1,100,-0.7
CCOc1ccc(CN(CCc2ccc3c(c2)OCO3)Cc2ccccc2)cc1,105,0.7
CCOc1ccc(CCNC(=O)C(C)N2C(=O)CC(C)(C)Sc3ccccc32)cc1 (configuration not stated),104,0.8
CN(C)CCCNc1oc(-c2ccc(F)cc2)nc1C#N,103,0.6
CCOc1ccc(-n2c(=O)c3cc4c(=O)n(-c5ccc(OCC)cc5)c(=O)c4cc3c2=O)cc1,101,-0.2
COc1ccc(CCn2c(=O)c3cccnc3n(CC(=O)Nc3ccc(C)cc3C)c2=O)cc1OC,102,-0.8
COc1cccc(-c2noc(CCC(=O)N3CCCC3)n2)c1,98,-0.4
CCC(=O)N1CCc2cc(Br)cc(S(=O)(=O)N3CCCC(C(=O)NCc4ccc(C)cc4)C3)c21 (configuration not stated),103,-0.8
Cc1ccc(NC(=O)CSc2nnc(N)s2)c(C)c1,102,-0.9
O=C(c1ncoc1-c1cccs1)N1CCN(C(c2ccccc2)c2ccccc2)CC1,101,-0.4
CN/N=C/c1cn(-c2ccccc2)nc1-c1cccs1,103,0.3
O=S1(=O)C=CC(Nc2ncnc3c2oc2ccccc23)C1 (configuration not stated),107,0.9
Cc1ccc(CN(Cc2ccco2)C(=O)c2oc3ccc(C)cc3c2C)cc1,111,1.1
COc1ccc(C2=NN(C(=O)c3ccccc3O)C(O)(C(F)(F)F)C2)cc1 (configuration not stated),120,3.8
CCCCS(=O)(=O)NC1=NCN(Cc2ccco2)CN1,104,0.5
O=C(Nc1ccccc1)N1CCN(c2nnc(-c3ccccc3)c3ccccc23)CC1,102,0.1
Cc1ccc(C2C(C(=O)c3ccco3)=C(O)C(=O)N2c2ccccn2)cc1 (configuration not stated),104,0.2
CN(Cc1ccccc1)C(=O)C1CCCN(Cc2ccc(Cl)cc2)C1 (configuration not stated),102,0.2
Cc1cc(=O)n2c3c(cc(S(=O)(=O)N(C)c4ccccc4)cc13)CCC2,101,-0.2
S=C(Nc1ccccc1)Nc1nc2ccccc2n1Cc1ccc(Cl)cc1,105,0.9
O=C1c2ccccc2NC(c2ccccc2)N1CCCN1CCOCC1 (configuration not stated),110,0.8
CCN(c1ccccc1)c1nc2nonc2nc1N(C)C,101,-0.3
Cc1cc(C)c(-c2cc(C(F)(F)F)nc(-c3ccccc3)n2)c(=O)[nH]1,102,0.3
Cc1cc(=O)n2c3ccccc3nc2n1Cc1ccccc1,101,0.3
Cc1c(Cl)cccc1NC(=O)c1ccc2c(c1)nnn2C1CCCC1,104,-0.7

# Further records.
SMILES,Polio RdRp inh,Polio RdRp inh FP z-score
Cc1ccc(CN2C(=O)c3ccccc3Sc3ccc(C(=O)NC4CCCCC4)cc32)cc1,105,-0.6
CCCc1nnc(NC(=O)C(CC)Sc2nnc3c(n2)[nH]c2ccccc23)s1 (configuration not stated),102,0
Cc1nnc(NC(=O)c2cccn(Cc3ccc(Cl)cc3)c2=O)s1,106,-0.3
CCN(C(=O)c1oc2ccc(S(=O)(=O)N3CCCCCC3)cc2c1C)c1ccccc1,110,0.2
CC(=O)Nc1ccc(NC(=O)c2c(C)nn(-c3ccccc3)c2-n2cccc2)cc1,103,-0.6
COc1ccc(C2C(C(=O)Nc3cccc(C)n3)c3ccccc3C(=O)N2C)cc1 (configuration not stated),101,0.1
CN[C@@H](C)[C@@H](O)c1ccccc1,100,0
Cc1ccc2c(c1)c1nc3n(c(=O)c1n2CC(=O)NCc1ccco1)CCS3,102,0.2
Cc1ccc(-n2nnnc2C2CCN(S(=O)(=O)c3ccc(OC(F)(F)F)cc3)CC2)cc1,116,2.3
O=C(NCC(c1ccco1)N1CCCCC1)c1ccccc1C(F)(F)F (configuration not stated),103,0.3
CC1=C(c2ccc(C)c(C)c2)S(=O)(=O)N=C1N1CCC(C(=O)NCc2ccccc2C)CC1,112,0.6
COc1ccc(-c2cc(C(=O)N(C)C)c3ccccc3n2)cc1,101,-0.2
O=C(CC1SC(=NCc2ccccc2)NC1=O)NCc1ccccc1 (configuration not stated),102,-0.1
CC(NC(=O)c1ccco1)c1nc(-c2ccccc2)no1 (configuration not stated),107,0.3
O=C(OC(C(=O)NCc1ccc2c(c1)OCO2)c1ccncc1)c1ccc(Cl)nc1 (configuration not stated),103,0.4
CC(C)C(=O)NNc1cc(C(F)(F)F)ccn1,101,0
CCS(=O)(=O)c1ccc2oc(SCc3ccc(F)cc3)nc2c1,104,0.2
CCOC(=O)c1cccc2c1N[C@@H](c1ccc(F)cc1)[C@H]1CC=C[C@@H]21,111,0.1
Cc1ccc(S(=O)(=O)NC2CC2)cc1C(N)=O,101,-0.1
O=c1c2cc3c(cc2n(Cc2ccc(Cl)cc2)c(=O)n1Cc1nc(-c2ccccc2)no1)OCO3,100,-1.6
CC(=O)NC(C(=O)O)C(C)(C)SN=O (configuration not stated),101,0.5
O=S(=O)(Nc1ccc(SC(F)F)cc1)c1ccccc1C(F)(F)F,104,-0.3
COCCNc1sc(S(=O)(=O)c2ccc(C)cc2)nc1S(=O)(=O)c1ccc(C)cc1,116,2.1
O=C(/C=C/C(=O)Nc1cccc(O)c1)Nc1cccc(O)c1,98,-0.5

# In the list so far, these contain a cyano group.
SMILES,Polio RdRp inh,Polio RdRp inh FP z-score
CCOC(=O)c1sc(NC(=O)C2c3ccccc3Oc3ccccc32)c(C#N)c1C,76*,-7.4*
N#CCCn1cc(C(=O)Nc2ccc(C(=O)O)cc2)c(-c2cccc(Br)c2)n1,103,1.2
CCn1c(Cc2ccccc2)nnc1SCc1ccc(C#N)cc1,102,0.3
N#Cc1cccc(NC(=S)Nc2ccccc2)c1,103,0
CN(C)CCCNc1oc(-c2ccc(F)cc2)nc1C#N,103,0.6

# Returning to the listing; the six compounds before the break are reprinted first.
SMILES,Polio RdRp inh,Polio RdRp inh FP z-score
Cc1ccc(S(=O)(=O)NC2CC2)cc1C(N)=O,101,-0.1
O=c1c2cc3c(cc2n(Cc2ccc(Cl)cc2)c(=O)n1Cc1nc(-c2ccccc2)no1)OCO3,100,-1.6
CC(=O)NC(C(=O)O)C(C)(C)SN=O (configuration not stated),101,0.5
O=S(=O)(Nc1ccc(SC(F)F)cc1)c1ccccc1C(F)(F)F,104,-0.3
COCCNc1sc(S(=O)(=O)c2ccc(C)cc2)nc1S(=O)(=O)c1ccc(C)cc1,116,2.1
O=C(/C=C/C(=O)Nc1cccc(O)c1)Nc1cccc(O)c1,98,-0.5
O=S(=O)(Nc1cc(Sc2cccc3cccnc23)c(O)c2ccccc12)c1ccc(Cl)cc1,100,-0.3
CCn1c(=O)c2cc(C(=O)NCC3CCCO3)sc2c2ccccc21 (configuration not stated),100,-1
COC(=O)c1c(NC(NC(C)=O)(C(F)(F)F)C(F)(F)F)sc2c1CCN(C)C2,107,0.4
O=C(Nc1ccc(S(=O)(=O)Nc2ccccc2)cc1)N1CCCC1,108&101,0.1&-0.2
CCOc1ccc(NS(=O)(=O)c2ccc3[nH]cc(C(=O)NC(C)CC)c(=O)c3c2)cc1 (configuration not stated),100,-0.2
CCC1CN(C(=O)Nc2ccccc2)c2ccccc2O1 (configuration not stated),100,-1
Cc1ccc(Nc2nc(Nc3ccc(C)c(C)c3)nc(N3CCOCC3)n2)cc1C,109,1.3
COc1ccccc1NC(=O)C1CCN(S(=O)(=O)c2ccc3c(c2)oc(=O)n3C)CC1,104,-0.7
OC1(c2ccc(-c3ccccc3)cc2)COc2ccccc2O1 (configuration not stated),101,-0.6
COC(=O)c1c(NC(=O)C(C)Oc2ccccc2)sc2c1-c1ccccc1CC2 (configuration not stated),102,0.2
CCN(Cc1ccccc1)C(=O)c1nc(-c2cccc(F)c2)n2c1CCCCC2,105,-0.5
O=C1c2ccccc2C(=O)N1/N=C/c1cn(-c2ccccc2)nc1-c1cc2ccccc2o1,104,0.1
O=C(NCc1ccco1)c1ccc(Cn2c(SCc3ccc(F)cc3)nc3cccnc32)cc1,104,-0.8
CC1CCc2c(sc3nc(SCC(=O)Nc4c[nH]c(=O)[nH]c4=O)[nH]c(=O)c23)C1 (configuration not stated),99,-0.3
COc1ccc(-c2onc(C)c2C)cc1S(=O)(=O)NCC1CCN(Cc2ccccc2F)CC1,103,-0.8
Cn1nc(C(=O)N2CCCN(Cc3ccccc3Cl)C2)c2c1-c1ccccc1OC2,102,-0.3
Cc1ccc(NC(=O)Cn2nc(C(N)=O)c3ccccc3c2=O)cc1,102,0
CCn1c(CNC(=O)c2ccc(OC)cc2)nnc1SCC(=O)Nc1cccc(C)c1,106,0.3
O=C(O)CSCC(=O)N1CCN(c2ncccn2)CC1,103,0.3
CCC(C#CCN1CCOCC1)OC(C)=O (configuration not stated),109,0.7
Cc1ccc(C(=O)NC2CC2)cc1N1CCCC1=O,102,0.4
COc1cccc(NC(=O)N2C3CCC2CC(O)(c2cccnc2)C3)c1 (configuration not stated),102,0.3
COc1ccc(CCN2C(=O)N(c3ccc(C)cc3)C(=O)C2CC(=O)Nc2ccc(OC)cc2)cc1 (configuration not stated),105,0
Cc1ccccc1C(=O)N(C)Cc1ccccc1,99,-0.1
O=S(=O)(Nc1ccccn1)c1ccc(Oc2ccccc2)cc1,102,0.2
O=C(Nc1cccc(NC(=O)C2COc3ccccc3O2)c1)c1ccccc1 (configuration not stated),103,0.3
O=S(=O)(c1cccs1)N1CCN(c2ccc(Cl)cc2)CC1,102,-0.2

# Only part of the results is shown; rates above refer to the full screens.
